High-throughput results: PubChem BioAssay, National Center for Advancing Translational Sciences (NCATS)
D2 antagonist – HTS Assay for Allosteric Antagonists of the Human D2 Dopamine Receptor: Primary Screen for Antagonists; HEK293 TREx D2 cells, calcium flux, dopamine EC80; hit rate 2% among 340,000; inhibition, % at 10 µM; AID 485344, 2010; in the data active = inhibition above about 30%; also: 0% is about no effect
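Cells plated overnight at 30 C with tetracycline; no-wash calcium dye, 30–90 min RT; 10 s baseline; compound pinned; 180 s read; EC80 dopamine added; another 180 s read.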
D1 PAM – Potentiators of Human D1 Dopamine Receptor: qHTS | AID 504651, 2011 | hit rate 0.036% among 360,000 | potentiation, % at 10 µM | D(1A) dopamine receptor (Homo sapiens), P21728 | HEK293 TREx D1 cells, calcium flux, dopamine EC20 potentiation; in the data active = potentiation above about 30%; also: 0% is about no effect
Target sequence (P21728 whole entry, looked up): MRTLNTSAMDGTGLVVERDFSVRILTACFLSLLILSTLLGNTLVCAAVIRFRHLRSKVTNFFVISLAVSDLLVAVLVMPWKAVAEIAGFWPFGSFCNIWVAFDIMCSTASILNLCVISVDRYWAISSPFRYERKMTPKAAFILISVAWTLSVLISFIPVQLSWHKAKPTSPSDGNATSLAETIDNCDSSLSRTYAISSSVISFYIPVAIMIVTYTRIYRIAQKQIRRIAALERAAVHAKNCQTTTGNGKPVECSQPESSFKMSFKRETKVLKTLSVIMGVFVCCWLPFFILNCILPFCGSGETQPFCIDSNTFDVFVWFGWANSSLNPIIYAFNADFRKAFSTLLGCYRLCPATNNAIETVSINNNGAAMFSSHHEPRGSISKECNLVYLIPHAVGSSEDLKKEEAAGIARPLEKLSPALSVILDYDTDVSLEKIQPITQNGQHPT
D1 antagonist – Antagonist of Human D 1 Dopamine Receptor: qHTS. HEK293 TREx D1 cells, calcium flux, dopamine EC80; hits give low values. activity change, negative = inhibition, % at 10 µM. hit rate 3.2% among 360,000; in the data active = activity change below about -30%; also: % is scaled to controls: 0 for no effect and ±100 for the full control effect
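Compound effects on dopamine-evoked calcium signalling were measured in tetracycline-induced HEK293 Trex D1 cells. Dopamine at EC80 followed a 180 s compound pre-read, and fluorescence was tracked kinetically for 180 s more.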
D1 agonist – Allosteric Agonists of the Human D1 Dopamine Receptor: qHTS | hit rate 1% among 360,000 | HEK293 T-REx D1 cells, calcium flux, agonist mode | D(1A) dopamine receptor (Homo sapiens), P21728 | activation, % at 2 µM | AID 504660, 2011; also: 0% is about no effect
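Inducible HEK293 T-REx D1 cells, force-coupled to calcium signalling, were plated at 4000 cells/well with tetracycline and held overnight at 30 C. After no-wash calcium dye loading, compound-evoked calcium rise over 180 s flagged agonists.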
RXFP1 antagonist – qHTS Assay for Antagonists of the Relaxin Receptor RXFP1. Relaxin receptor 1 (Homo sapiens), Q9HBX9. HEK293-RXFP1, relaxin-stimulated cAMP HTRF, 30 min; hits give low values. activity change, negative = inhibition, % at 57.5 µM. hit rate 0.59% among 350,000;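 active = activity change of -60% or lower, but not beyond a set lower limit; inconclusive = change between -60% and -40%, or beyond the set limit; inactive = change above -40%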; also: % is scaled to controls: 0 for no effect and ±100 for the full control effect
D2 ag – HTS Assay for Allosteric Agonists of the Human D2 Dopamine Receptor: Primary Screen for Agonists | hit rate 0.53% among 340,000 | HEK293 T-REx D2 cells, calcium flux agonist mode | D(2) dopamine receptor (Homo sapiens), P14416 | AID 485358, 2010 | activation, % at 2 µM;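 active = activation over 3 SD above normal in the single-dose calcium agonist read, cut at about 30% in these data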; also: 0% is about no effect
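HEK293 Trex D2 cells, tetracycline-induced, o/n 30 C 5% CO2; no-wash Ca dye, RT 30–90 min; 10-cycle baseline, 23 nl cpd added, kinetic Ca read 180 s; agonist hits = positive Ca response.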
D2 PAM – HTS Assay for Positive Allosteric Modulators of the Human D2 Dopamine Receptor: Primary Screen for Potentiators. hit rate 0.34% among 340,000. AID 485347, 2010. potentiation, % at 10 µM. HEK293 T-REx D2, calcium flux, EC20 dopamine potentiation. D(2) dopamine receptor (Homo sapiens), P14416;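 active = potentiation over 3 SD above the plate norm, cut at about 30% in these data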; also: 0% is about no effect
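Calcium flux readout, no-wash dye, 1 read/s. Inducible HEK293 Trex D2 line, overnight 30 C. Compound alone 180 s (agonist flags), then EC20 dopamine, another 180 s to score potentiation.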
TRHR agonist – qHTS for Small Molecule Agonists and Allosteric Enhancers of Human TRH Receptor: Primary Screen for Agonists | AID 493084, 2011 | Thyrotropin-releasing hormone receptor (Homo sapiens), P34981 | hit rate 0.18% among 360,000 | activation, % at 2 µM | TRHR cells, calcium flux fluo-8, FDSS agonist mode; also: 0% is about no effect
Target sequence (P34981 whole entry, looked up): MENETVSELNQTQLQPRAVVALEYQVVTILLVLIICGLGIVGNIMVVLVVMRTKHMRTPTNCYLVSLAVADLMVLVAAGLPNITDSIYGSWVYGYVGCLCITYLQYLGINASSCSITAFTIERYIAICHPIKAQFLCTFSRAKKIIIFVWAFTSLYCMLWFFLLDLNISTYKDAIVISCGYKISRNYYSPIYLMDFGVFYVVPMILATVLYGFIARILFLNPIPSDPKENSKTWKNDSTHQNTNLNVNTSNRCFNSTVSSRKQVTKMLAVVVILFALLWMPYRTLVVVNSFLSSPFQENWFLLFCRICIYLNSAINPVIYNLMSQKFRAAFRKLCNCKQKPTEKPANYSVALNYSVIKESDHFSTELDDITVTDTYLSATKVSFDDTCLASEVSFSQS
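TRHR-expressing cells, plated overnight in medium with 10% serum, were loaded with fluo-8 calcium dye at room temperature. After a 10 s baseline, library compound was pin-added and calcium release was recorded kinetically (ex 480/em 530) as agonist response.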
TRHR enhancer – qHTS for Small Molecule Agonists and Allosteric Enhancers of Human TRH Receptor: Primary Screen for Enhancers. hit rate 0.66% among 360,000. TRHR cells, fluo-8 calcium fluorescence, EC20 TRH enhancement. Thyrotropin-releasing hormone receptor (Homo sapiens), P34981. enhancement, % at 2 µM. AID 493056, 2011; in the data active = enhancement above about 30%; also: 0% is about no effect
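Enhancer read-out: after compound pinning and an initial kinetic agonist-mode read, an EC20 of TRH (10 nM final) was injected and fluo-8 calcium signal (Ex 480/Em 530) followed at 1 s/cycle for 100 cycles in TRHR-expressing cells.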
Numbers without * were called inactive; u = inconclusive; x = no result given. Rule as the data show it, unless noted: active = activation above about 30%; inactive = the rest.

SMILES	D2 antagonist	D1 PAM	D1 antagonist	D1 agonist	RXFP1 antagonist	D2 ag	D2 PAM	TRHR agonist	TRHR enhancer
CCOC(=O)c1ccc(N2CCN(c3cccc(Cl)c3)CC2)c(NC(=O)Nc2ccc(Cl)cc2)c1	x	0	18	0	-20	0.4	-6	0.0	-4
COc1ccc(NC(=O)C2CC(=O)n3c(nc4ccccc43)N2)cc1 (configuration not stated)	-10	0	14	3	11	0.5	-4	0.6	0
Cc1cc(-c2ccc(S(=O)(=O)Nc3ccccc3F)s2)on1	x	-2	-23	5	-18	0.2	-6	0.1	-3
Cc1cc(C)n2nc(/C(C#N)=C/c3ccccn3)c(C#N)c2n1	3	-3	-25	1	14	3.1	9	0.2	-1
Cc1ccc(CNC(=O)C2CCCN(S(=O)(=O)c3c(C)noc3C)C2)cc1 (configuration not stated)	-5	0	-4	-2	-5	-0.8	12	-0.6	2
CCOc1ccc(CNC(=O)c2cccc(NC(=O)C3=C(C)OCCS3)c2)cc1	-2	3	-7	6	-15	1.1	0	0.9	4
O=C(CSc1nc2ccccc2o1)NCC1CCCO1 (configuration not stated)	2	-5	12	-1	-8	0.0	4	-0.7	9
COc1ccccc1C(=O)NC(=O)COC(=O)Cn1[nH]c(=O)c2ccccc2c1=O	-3	-1	4	1	-1	-0.5	7	-0.3	5
CC1C/C(=N/NC(=O)c2cccc(F)c2)c2ccc(O)cc2C1 (configuration not stated)	6	0	8	4	12	0.3	-5	0.7	-3
Cc1cc(C)nc(N2CCCC(CCC(=O)NCc3ccc(F)c(F)c3)C2)n1 (configuration not stated)	-14	-3	-6	1	-15	1.3	-17	-1.1	-21
O=C1/C(=C\c2ccc(Br)o2)Cc2ccccc21	-17	-5	9	2	-39	-1.4	3	-1.0	-2
C(=C\c1ccco1)/c1ccc2ccccc2n1	-15	3	5	1	-26	0.9	-1	1.3	17
NS(=O)(=O)c1ccc(CNC(=O)c2ccc(Cl)c([N+](=O)[O-])c2)cc1	-15	-2	-1	1	-1	0.1	-7	0.5	1
Cc1c(Cc2ccccc2)c(=O)oc2cc(OCC(=O)NC(Cc3ccc(Cl)cc3)C(=O)O)ccc12 (configuration not stated)	-6	1	5	6	x	-1.6	6	-0.1	5
CC(C)n1c(=S)[nH]c2ccccc2c1=O	-5	-2	-11	4	u	-0.3	15	-1.5	13
Cc1ccc(C(=O)NC(C)C(c2cccs2)N2CCCC2)s1 (configuration not stated)	-4	0	2	2	1	0.4	33*	-0.5	-4
COc1ccc(OC(=O)c2ccc3nsnc3c2)cc1	x	1	13	4	-2	x	x	0.6	3
O=S(=O)(Nc1cccc(-c2cn3c(n2)SCC3)c1)c1ccccc1F	8	4	-11	2	-19	-0.2	2	-0.3	1
Cc1cccc(N(C(=O)Cc2cccs2)C(C(=O)NC2CCCC2)c2ccncc2)c1 (configuration not stated)	-2	-3	-11	16	-5	-0.1	-14	3.3	-12
CCOc1ccc(S(=O)(=O)N(CC(=O)Nc2ccc(OC)c(Cl)c2)c2ccccc2)cc1	x	-2	-14	6	x	-0.7	2	0.7	-1
Fc1ccccc1-c1cc2ncccc2cn1	3	-5	x	1	x	-0.5	-7	-0.5	-2
CC(=O)Nc1ccc(SCC(=O)c2ccc(Br)s2)cc1	-27	-7	-12	-1	-11	-0.1	7	-1.4	3
Clc1ccc(-c2nn3c(-c4ccncc4)nnc3s2)c(Cl)c1	-8	-4	-6	0	x	-0.1	-6	-0.3	1
CC(C(=O)Nc1ccc(S(=O)(=O)Nc2ncccn2)cc1)N1C(=O)c2ccccc2S1(=O)=O (configuration not stated)	4	1	6	1	-32	0.6	1	0.0	2

Pulled one by one from the entries so far, 5 records:
SMILES	D2 antagonist	D1 PAM	D1 antagonist	D1 agonist	RXFP1 antagonist	D2 ag	D2 PAM	TRHR agonist	TRHR enhancer
COc1ccccc1C(=O)NC(=O)COC(=O)Cn1[nH]c(=O)c2ccccc2c1=O	-3	-1	4	1	-1	-0.5	7	-0.3	5
CCOC(=O)c1ccc(N2CCN(c3cccc(Cl)c3)CC2)c(NC(=O)Nc2ccc(Cl)cc2)c1	x	0	18	0	-20	0.4	-6	0.0	-4
NS(=O)(=O)c1ccc(CNC(=O)c2ccc(Cl)c([N+](=O)[O-])c2)cc1	-15	-2	-1	1	-1	0.1	-7	0.5	1
Fc1ccccc1-c1cc2ncccc2cn1	3	-5	x	1	x	-0.5	-7	-0.5	-2
Cc1cc(C)n2nc(/C(C#N)=C/c3ccccn3)c(C#N)c2n1	3	-3	-25	1	14	3.1	9	0.2	-1

The results go on.
SMILES	D2 antagonist	D1 PAM	D1 antagonist	D1 agonist	RXFP1 antagonist	D2 ag	D2 PAM	TRHR agonist	TRHR enhancer
O=C(CC1C(=O)NCCN1C(=S)Nc1ccccc1)Nc1ccc2c(c1)OCCO2 (configuration not stated)	-5	-2	-27	1	-8	-0.2	-6	0.0	6
Cc1cccc(NC(=O)CN2C(=O)COc3ccc(S(=O)(=O)N4CCC(C)CC4)cc32)c1C	x	0	6	2	-7	-1.0	2	-0.5	-6
CNC(=O)c1c(NC(=O)C(C)C)sc2c1CCC2	11	5	-8	0	4	-2.1	16	-1.0	9
COc1ccc(CCCC(=O)Nc2ccc(F)cc2)cc1	x	0	-19	5	1	x	x	-0.7	2
Cc1nonc1OC(C)CNCCNc1ccc([N+](=O)[O-])cc1 (configuration not stated)	-21	-4	-19	13	-12	0.4	-7	0.2	-5
Cc1ccc(Cl)cc1-n1ncc2c(NCCCn3ccnc3)ncnc21	x	-1	7	-2	-9	-0.4	15	-0.8	-4
O=C(CCS(=O)(=O)c1cccs1)Nc1ccc(C(=O)Nc2cccc(Cl)c2)cc1	x	-2	-3	6	x	0.3	3	0.4	4
O=C(N/N=C/c1cnc(N2CCCCC2)s1)c1ccc(C(F)(F)F)cc1	-4	-5	-26	3	-1	1.0	-3	-1.2	10
COc1ccc(S(=O)(=O)Nc2ccccc2C(=O)N2CCCC2)cc1C	17	-10	-1	3	-3	-0.4	-7	0.6	6
CCCCn1c(N)c(N(CC)C(=O)c2c(CC)noc2C)c(=O)[nH]c1=O	3	-7	-14	3	-5	0.4	5	0.2	-2
CCCC1=C(C(=O)OCC)C(c2ccco2)C(C#N)=C(N)O1 (configuration not stated)	6	5	1	2	8	-1.0	-11	-1.1	1
CC(=O)Nc1ccc(NC2CCCCC2NS(=O)(=O)c2ccc(Cl)cc2)cc1 (configuration not stated)	-7	-9	-3	-1	-15	1.1	4	0.0	5
CCCOc1cccc(C(=O)Nc2ccc(-c3nc4ccccc4o3)cc2)c1	x	-2	14	2	4	x	1	0.3	-2
COC(=O)N/N=C/c1ccccc1OCCOc1ccc(OC)cc1	-4	-3	-17	2	6	-0.1	4	-0.7	4
CCOC(=O)c1c(NC(=O)c2c(C(=O)O)cccc2[N+](=O)[O-])sc(C)c1C	-4	-2	12	2	14	0.6	2	0.1	5
Cc1ccc(CNC(=O)C(=O)NCC2OCCN2S(=O)(=O)c2ccc3c(c2)OCCO3)cc1 (configuration not stated)	17	-6	-6	3	-9	-0.3	13	-0.9	-2
CN(Cc1ccccc1C#N)S(=O)(=O)c1cccs1	-4	-4	10	4	11	2.1	-4	0.1	3
Cc1cc(C)cc(NC(=O)CSCc2cc(=O)c3cc(Cl)ccc3[nH]2)c1	x	2	-12	0	6	-2.8	2	-0.8	-3
C=CCn1c(SCC(=O)Nc2ccc3c(c2)OCO3)nnc1-c1ccccc1	-9	-2	-19	4	0	-0.3	-10	-0.5	-6
CC(=O)c1ccc(NC(=O)C2CCN(S(=O)(=O)c3c(C)noc3/C=C/c3ccc(C)cc3)CC2)cc1	x	-3	0	1	x	x	5	0.5	-2
Cc1ccc(Cl)cc1NC(=S)N(Cc1cccnc1)Cc1ccccc1Cl	-16	0	5	1	-13	0.4	0	-0.4	0
CCOc1ccc(/C=C2/SC(=S)N(n3c(C)ccc3C)C2=O)cc1	0	-6	-9	5	-23	0.0	-2	0.4	1
O=C(CCCN1C(=O)NC2(CCCC2)C1=O)NCc1ccccc1	-15	-1	4	2	7	0.5	-3	0.4	-1
O=C(COc1ccccc1C(=O)c1cnn(-c2ccccc2)c1)Nc1ccccc1	-10	-6	5	2	-29	-1.1	-3	-0.5	4

Next section; the last 2 above are carried over.
SMILES	D2 antagonist	D1 PAM	D1 antagonist	D1 agonist	RXFP1 antagonist	D2 ag	D2 PAM	TRHR agonist	TRHR enhancer
O=C(CCCN1C(=O)NC2(CCCC2)C1=O)NCc1ccccc1	-15	-1	4	2	7	0.5	-3	0.4	-1
O=C(COc1ccccc1C(=O)c1cnn(-c2ccccc2)c1)Nc1ccccc1	-10	-6	5	2	-29	-1.1	-3	-0.5	4
CCOc1ccccc1N1CCN(C(=O)c2ccc(OCC(=O)N3CCOCC3)c(OC)c2)CC1	-7	20	11	3	14	3.7	-13	-0.7	0
CCOC(=O)c1c(C)[nH]c(C)c1S(=O)(=O)N1CCN(c2cccc(C(F)(F)F)c2)CC1	x	-2	4	1	4	x	4	1.9	11
O=[N+]([O-])c1cccc2ccc(/C=C/c3cccc(Br)c3)nc12	-5	4	-1	7	-12	-0.5	-6	0.2	7
O=C(Nc1c(-c2ccc(F)cc2)nc2ccccn12)c1ccccc1F	x	2	21	0	x	0.5	10	0.6	2
COc1cccc(NC(=O)Nc2nnc(CC(=O)NCc3ccccc3)s2)c1	12	-4	-8	4	-2	0.4	-5	0.4	0
COc1ccccc1C(=O)NC(CCSC)C(=O)NCC(c1cccs1)N(C)C (configuration not stated)	0	9	2	3	0	-0.5	0	-0.9	2
C=CCc1cc(C=O)cc(OC)c1OCc1ccc(C(=O)O)cc1	-37	0	-7	3	-15	1.4	7	-1.0	-3
CCOC(=O)c1cn(Cc2c(C)c(C)c(C)c(C)c2C)nn1	-9	0	-3	15	-10	0.2	0	0.2	14
CSc1nsc(SC)c1NC(=O)OCCc1ccccn1	-25	10	2	3	1	-0.1	1	-0.4	-11
CCN(CC)c1ccc(NC(=O)CCNS(=O)(=O)c2ccc3c(c2)CCC(=O)N3)c(C)c1	1	-7	20	-1	3	0.4	-10	0.2	-7
Nc1ccc(/C=C/c2ccc3ncccc3c2)cc1	-13	-10	-11	3	5	-0.6	17	-1.8	28
O=C1CC(NC(=O)C(F)(F)F)c2cc3c(cc21)OCO3 (configuration not stated)	10	0	16	2	-15	1.7	-10	-0.1	-3
Cc1ccc(NC(=O)C(=O)c2cn(CC(=O)N3CCCCC3)c3ccccc23)cc1	1	-7	3	2	-1	0.6	-8	0.5	6
